TcdB GH inh: TcdB glycohydrolase inhibitors, primary screen, biochemical, single point, plate reader. inhibition, % at 9.99 µM. TcdB glycohydrolase enzymatic assay. 0.24% of 350,000 active. AID 652162, 2013; in the data active = inhibition above about 10%
* hit, by the source's call. An excerpt. The share of hits here may be higher or lower than overall.

SMILES	TcdB GH inh
C[C@@H]1CN([C@H](C)CO)C(=O)c2cc(-c3ccc(F)cc3)cnc2O[C@H]1CN(C)Cc1cccnc1	-0.2
C[C@H]1CN([C@@H](C)CO)C(=O)c2cc(N(C)C)ccc2O[C@@H]1CN(C)Cc1ccc(Cl)c(Cl)c1	-0.6
CS(=O)(=O)N1[C@@H](C#N)[C@H](c2ccc(C#CC3CC3)cc2)[C@@H]1CO	-0.5
C/C=C/c1ccc2c(c1)O[C@H](CN(C)C(=O)CN(C)C)[C@@H](C)CN([C@H](C)CO)S2(=O)=O	-1.1
CC=Cc1ccc2n(c1=O)C[C@@H]1[C@@H](CO)[C@H](C(=O)NCC3CC3)N(Cc3ccccc3)[C@H]21 (mixture of isomers)	-1.0
CN1C(=O)c2cc(NC(=O)C3CCCC3)ccc2OC[C@@H]2O[C@H](CC(=O)Nc3ccccc3)CC[C@H]21	1.6
CCCN1C[C@H](C)[C@@H](OC)CN(C)C(=O)c2ccc(NC(=O)C3CC3)cc2OC[C@@H]1C	0.4
O=C(C[C@@H]1C[C@@H]2c3cc(NC(=O)c4ccc5c(c4)OCO5)ccc3O[C@@H]2[C@@H](CO)O1)NCCN1CCCCC1	2.7
COc1ccc(C#Cc2ccc3c(c2)[C@H]2[C@H](CCN2C(=O)c2ccncc2)[C@@H](CO)N3)cc1	-0.5
COc1ccccc1S(=O)(=O)N[C@H]1CC[C@H](CCNC(=O)C2CCCC2)O[C@H]1CO	-12
C[C@@H]1CN([C@@H](C)CO)C(=O)c2ccccc2-c2ccccc2CO[C@@H]1CN(C)Cc1ccc(C(=O)O)cc1	-1.7
COc1ccc(S(=O)(=O)N2CCCCN3[C@H](CO)[C@H](c4ccc(C#CC(C)C)cc4)[C@H]3C2)cc1	0.4
O=C(NC1CCCC1)[C@H]1[C@H](CO)[C@H]2Cn3c(cccc3=O)[C@H]2N1CCc1ccccc1	0.1
C[C@H]1CCCCO[C@H](CN(C)Cc2ccc(C(=O)O)cc2)[C@@H](C)CN([C@@H](C)CO)C(=O)c2cc(N(C)C)ccc2O1	-3.6
CCC(=O)N[C@@H]1C=C[C@@H](CC(=O)NCc2cc(F)cc(F)c2)O[C@H]1CO	0.8
COc1ccccc1C#Cc1cnc2c(c1)C(=O)N([C@@H](C)CO)C[C@H](C)[C@H](CN(C)C)O2	-1.9
CN1C(=O)c2cc(NC(=O)c3ccc(Cl)cc3)ccc2OC[C@H]2O[C@@H](CC(=O)NCc3cccc(F)c3)CC[C@H]21	1.6
Cc1noc(C)c1NC(=O)N(C)C[C@@H]1Oc2ccc(NC(=O)Nc3cccc4ccccc34)cc2CC(=O)N([C@@H](C)CO)C[C@@H]1C	-1.5
Cc1cc(C(=O)Nc2cccc3c2O[C@H](CN(C)Cc2ccncc2)[C@@H](C)CN([C@@H](C)CO)C3=O)n(C)n1	0.1
COc1cccc(NC(=O)N2C[C@@H](O)COC[C@H]3O[C@@H](CC(=O)N(C)C)CC[C@@H]32)c1	-1.1
C[C@@H]1CN([C@@H](C)CO)C(=O)c2cc(-c3cccc(F)c3)cnc2O[C@H]1CN(C)C(=O)c1cccc(F)c1	0.9
COc1ccc2c3c([nH]c2c1)[C@H](CO)N(C(=O)c1ccccc1)CC31CCN(Cc2cccnc2)CC1	-0.2
CC(C)NC(=O)N[C@H]1CC[C@@H](CCNS(=O)(=O)c2ccc(Cl)cc2)O[C@@H]1CO	0.3
C[C@H](NC(=O)C[C@H]1CC[C@@H](NS(=O)(=O)c2cccc(F)c2)[C@@H](CO)O1)c1ccccc1	-0.2
O=C(NCC[C@@H]1CC[C@H](NC(=O)c2ccc3c(c2)OCO3)[C@@H](CO)O1)Nc1cc(F)ccc1F	-0.4
C[C@@H]1CN([C@@H](C)CO)C(=O)c2cc(NS(=O)(=O)c3cn(C)cn3)ccc2O[C@@H]1CN(C)C(=O)Nc1ccc2c(c1)OCO2	0.2
O=C(NCCN1CCCCC1)[C@H]1[C@H](CO)[C@H]2Cn3c(cccc3=O)[C@H]2N1Cc1ccccn1	0.0
O=C(C[C@H]1CC[C@H]2NC[C@@H](O)COC[C@@H]2O1)NCc1ccc2c(c1)OCO2	0.6
COc1ccc(NC(=O)N[C@H]2CC[C@@H](CCn3cc(-c4ccccn4)nn3)O[C@@H]2CO)cc1	0.3
C[C@@H]1CN([C@@H](C)CO)C(=O)c2cc(NC(=O)c3ccncc3)ccc2O[C@@H](C)CCCCO[C@@H]1CN(C)C(=O)Nc1cccc2ccccc12	-0.5
C[C@H](CO)N1C[C@H](C)[C@@H](CN(C)C(=O)C2CCC2)Oc2ncc(-c3cccc(F)c3)cc2C1=O	-0.8
CC=Cc1ccc2n(c1=O)C[C@@H]1[C@@H](CO)[C@H](C(=O)NC3Cc4ccccc4C3)N(CCC)[C@H]21 (mixture of isomers)	-0.5
Cc1noc(C)c1NC(=O)N(C)C[C@@H]1OCCCC[C@@H](C)Oc2ccc(NS(=O)(=O)c3ccc(F)cc3)cc2C(=O)N([C@@H](C)CO)C[C@H]1C	-0.8
Cc1ccc(S(=O)(=O)N(C)C[C@H]2Oc3ccc(NC(=O)C4CCCCC4)cc3CC(=O)N([C@@H](C)CO)C[C@H]2C)cc1	0.2
C[C@@H]1CCCCO[C@@H](CN(C)Cc2ccncc2)[C@H](C)CN([C@H](C)CO)C(=O)c2cc(NS(=O)(=O)c3cccs3)ccc2O1	-0.5
COc1ccc(-c2ccc([C@H]3[C@@H](CO)N4CCCCN(C(=O)c5ccc6c(c5)OCO6)C[C@@H]34)cc2)cc1	-4.4
C[C@H](CO)N1C[C@H](C)[C@@H](CN(C)C(=O)Nc2ccc(F)cc2)OCCCC[C@H](C)Oc2ccc(NC(=O)c3ccccc3)cc2C1=O	-0.3
COc1ccccc1CNC(=O)C[C@H]1CC[C@@H]2[C@H](COC[C@@H](O)CN2Cc2ccc3c(c2)OCO3)O1	0.4
CCC(=O)N1CC(=O)N2[C@H](CO)[C@@H](c3ccc(C#CCc4ccccc4)cc3)[C@@H]2C1	-0.9
Cc1noc(C)c1S(=O)(=O)N(C)C[C@@H]1Oc2c(NS(=O)(=O)c3cn(C)cn3)cccc2C(=O)N([C@H](C)CO)C[C@H]1C	-0.7
C[C@@H]1CCCCO[C@H](CN(C)Cc2ccncc2)[C@@H](C)CN([C@H](C)CO)C(=O)c2cc(NS(=O)(=O)c3ccc(F)cc3)ccc2O1	-0.4
COc1ccc(S(=O)(=O)Nc2ccc3c(c2)CC(=O)N([C@@H](C)CO)C[C@@H](C)[C@@H](CN(C)Cc2ccc(C(=O)Nc4ccccc4N)cc2)O3)cc1	-1.4
CCC(=O)N1CC[C@@H]2[C@@H](CO)Nc3ccc(C#Cc4ccccc4F)cc3[C@@H]21	-0.4
Cc1ccc(S(=O)(=O)Nc2ccc3c(c2)C(=O)N([C@H](C)CO)C[C@@H](C)[C@H](CN(C)S(=O)(=O)c2ccc(F)cc2)OCCCC[C@H](C)O3)cc1	-0.3
O=C(Nc1ccc(C(F)(F)F)cc1)N[C@H]1CC[C@H](CC(=O)N2CCCCC2)O[C@H]1CO	0.0
C[C@@H]1CN([C@H](C)CO)C(=O)c2cccc(NS(=O)(=O)c3ccc(Cl)cc3)c2O[C@H]1CN(C)Cc1ccc(-c2ccccc2)cc1	0.9
C[C@H](CO)N1C[C@H](C)[C@@H](CN(C)C(=O)Cc2cccnc2)Oc2ncc(C#Cc3ccccc3F)cc2C1=O	-0.2
C[C@@H]1CN([C@@H](C)CO)C(=O)c2cccc(NC(=O)CCCCCC(=O)Nc3ccccc3N)c2O[C@H]1CN(C)C(=O)Nc1ccc(C(F)(F)F)cc1	-1.3
C[C@H]1CN([C@@H](C)CO)C(=O)CCCn2cc(nn2)CO[C@H]1CN(C)S(=O)(=O)c1cccc(C#N)c1	-0.1
C[C@H]1CN([C@@H](C)CO)S(=O)(=O)c2ccc(C#Cc3cccc(F)c3)cc2O[C@H]1CN(C)C(=O)CN1CCOCC1	1.3
(next part)
SMILES	TcdB GH inh
Cc1ccc(-c2ccc([C@H]3[C@@H](CO)N4C(=O)CN(C(=O)Nc5cccc(F)c5)C[C@H]34)cc2)cc1	-2.7
C[C@@H]1CN([C@H](C)CO)C(=O)c2cc(/C=C/c3ccccc3)cnc2O[C@H]1CN(C)C(=O)CN1CCOCC1	1.0
O=C(NCc1ccc(F)cc1)[C@H]1C[C@H]2C(=O)NCC(=O)N2[C@H]1c1cccc(OCCO)c1	1.0
Cc1ccc(S(=O)(=O)Nc2ccc3c(c2)C(=O)N([C@@H](C)CO)C[C@@H](C)[C@H](CN(C)C(=O)CCCN(C)C)OCCCC[C@@H](C)O3)cc1	0.6
C[C@@H]1CN([C@@H](C)CO)C(=O)c2cc(-c3ccc(F)cc3)cnc2O[C@@H]1CN(C)Cc1cccnc1	0.0
C[C@H]1CN([C@@H](C)CO)C(=O)c2cccc(NS(=O)(=O)c3ccc(Cl)cc3)c2O[C@@H]1CN(C)Cc1ccc(C(F)(F)F)cc1	1.0
CO[C@H]1CN(C)C(=O)c2cc(NS(=O)(=O)c3cccc(F)c3)ccc2OC[C@@H](C)N(C(=O)Cc2cccnc2)C[C@H]1C	-0.8
C[C@H]1CN([C@@H](C)CO)S(=O)(=O)c2ccc(C#Cc3ccncc3)cc2O[C@H]1CN(C)C(=O)C1CCOCC1	-0.4
C[C@@H](O)C#Cc1ccc([C@H]2[C@@H](CO)N3CCCCN(C(=O)c4ccncc4)C[C@@H]23)cc1	0.8
COc1ccc([Si](C)(C)[C@@H]2[C@@H](CC(=O)N(CCO)Cc3ccccc3)O[C@]3(C(=O)N(C)c4ccccc43)[C@H]2C)cc1	1.4
Cc1noc(C)c1NC(=O)Nc1ccc2c(c1)C(=O)N([C@@H](C)CO)C[C@@H](C)[C@@H](CN(C)C(=O)C1CCCCC1)OCCCC[C@@H](C)O2	-0.3
COc1ccccc1CNC(=O)C[C@H]1CC[C@@H]2[C@@H](COc3ccc(NC(=O)Nc4ccc(F)c(F)c4)cc3C(=O)N2C)O1	1.3
Cc1ccc(S(=O)(=O)N(C)C[C@@H]2Oc3ccc(NS(=O)(=O)c4ccc(Cl)cc4)cc3CC(=O)N([C@@H](C)CO)C[C@H]2C)cc1	-1.0
N#C[C@@H]1[C@@H](c2ccccc2-c2ccccc2)[C@H](CO)N1C(=O)NC1CCCC1	-0.1
COCC#Cc1ccc2c(c1)O[C@@H](CN(C)S(=O)(=O)c1ccc(OC)cc1)[C@H](C)CN([C@H](C)CO)S2(=O)=O	-1.2
COc1ccccc1C#Cc1ccc([C@@H]2[C@H](C#N)N(C(=O)C3CCCCC3)[C@H]2CO)cc1	1.3
CCNC(=O)C[C@@H]1CC[C@H]2[C@H](COc3ccc(NC(=O)Nc4ccccc4F)cc3C(=O)N2C)O1	-0.1
CC=Cc1ccc2n(c1=O)C[C@@H]1[C@@H](CO)[C@H](C(=O)N3CCCCC3)N(C(=O)CC)[C@H]21 (mixture of isomers)	0.5
O=C(Nc1ccc2c(c1)[C@@H]1C[C@H](CC(=O)N3CCOCC3)O[C@@H](CO)[C@@H]1O2)NC1CCCCC1	-2.0
C[C@H]1CN([C@@H](C)CO)C(=O)Cc2cc(NS(=O)(=O)c3cn(C)cn3)ccc2O[C@H]1CN(C)S(C)(=O)=O	-0.8
Cc1ccc(S(=O)(=O)Nc2ccc3c(c2)C(=O)N([C@H](C)CO)C[C@@H](C)[C@H](CN(C)Cc2ccc4c(c2)OCO4)OCCCC[C@@H](C)O3)cc1	0.4
C[C@@H]1CCCCO[C@H](CN(C)C(=O)c2ccccc2)[C@@H](C)CN([C@@H](C)CO)C(=O)c2cc(NC(=O)Nc3ccc(F)cc3)ccc2O1	-0.1
C[C@@H]1CN([C@@H](C)CO)C(=O)c2cc(C#C[C@@H](C)O)cnc2O[C@@H]1CN(C)C(=O)CC1CC1	1.0
COCC(=O)N1C[C@H]2[C@@H](c3ccccc31)[C@H](CO)N2C(=O)Nc1ccccc1Cl	0.4
CO[C@@H]1CN(C)C(=O)c2cc(NC(C)=O)ccc2OC[C@H](C)N(CC2CC2)C[C@@H]1C	-1.2
COCc1cn(CC[C@H]2CC[C@@H](NC(=O)c3ccccc3)[C@@H](CO)O2)nn1	0.1
C[C@@H]1CN([C@@H](C)CO)C(=O)Cc2cc(NC(=O)c3ccncc3)ccc2O[C@@H]1CN(C)C(=O)Nc1cccc2ccccc12	-0.2
CO[C@H]1CN(C)C(=O)c2cc(NC(=O)NC(C)C)ccc2OC[C@@H](C)N(C)C[C@@H]1C	-0.7
C[C@H](CO)N1C[C@H](C)[C@H](CN(C)CC2CC2)Oc2ccc(NC(=O)C3CC3)cc2CC1=O	0.2
CC(C)NC(=O)Nc1ccc2c(c1)CC(=O)N([C@@H](C)CO)C[C@@H](C)[C@H](CN(C)Cc1ccncc1)O2	-1.2

Screening results deposited in PubChem BioAssay by Broad Institute.
